CatG inh = human cathepsin G inhibitors, primary screen, biochemical, pooled compound mixtures, AMC fluorescence | purified enzyme, AMC-tetrapeptide fluorescence | inhibition, % at 5 µM (by protocol) | hit rate 0.2% among 62,000 | AID 581, 2007;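 active = inhibition above 20% in each of the two mixture wells holding the compound; inactive = inhibition of 20% or less in either well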;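 also: 0% = enzyme control without mixture and 100% = blank lacking enzyme; strong numbers were not always called active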
C1s block = complement C1s protease inhibitors, primary screen, biochemical, 10-compound mixtures; Complement C1s subcomponent (Homo sapiens), P09871; purified C1s, fluorogenic AMC substrate, pooled mixtures; mean inhibition % of two 10-compound mixtures (active compounds read high), % at 5 µM (by protocol); hit rate 0.16% among 62,000; AID 538, 2006;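 active = inhibition above 20% in each of the two 10-compound mixture wells holding the compound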;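 also: 0% = enzyme wells lacking compound mixture and 100% = no-enzyme blank wells; some compounds called inactive have numbers as strong as hits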
E coli RNAP = E. coli RNAP inhibitors, biochemical; DNA-directed RNA polymerase subunit beta (Escherichia coli (strain K12)), P0A8V2; hit rate 0.2% among 62,000; AID 559, 2006; inhibition, %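 (tested at 10 µM)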; E. coli RNA polymerase, fluorescence transcription assay; in the data active = inhibition above about 20%;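 also: 0% = enzyme without compound and 100% = no enzyme blank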
FXIa mix inh = FXIa protease inhibitors in compound pools, primary screen, biochemical, 10-compound mixtures; hit rate 0.19% among 62,000; purified FXIa, fluorogenic substrate, pooled mixtures; inhibition, % at 5 µM; in the data active = inhibition above about 20%, passing the limit was not always enough;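 also: each value is inhibition by a whole ten-compound pool holding the compound; 0% = enzyme with no mixture and 100% = wells lacking enzyme; strong numbers were not always called active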
Target sequence (P03951 19-387 limits assumed): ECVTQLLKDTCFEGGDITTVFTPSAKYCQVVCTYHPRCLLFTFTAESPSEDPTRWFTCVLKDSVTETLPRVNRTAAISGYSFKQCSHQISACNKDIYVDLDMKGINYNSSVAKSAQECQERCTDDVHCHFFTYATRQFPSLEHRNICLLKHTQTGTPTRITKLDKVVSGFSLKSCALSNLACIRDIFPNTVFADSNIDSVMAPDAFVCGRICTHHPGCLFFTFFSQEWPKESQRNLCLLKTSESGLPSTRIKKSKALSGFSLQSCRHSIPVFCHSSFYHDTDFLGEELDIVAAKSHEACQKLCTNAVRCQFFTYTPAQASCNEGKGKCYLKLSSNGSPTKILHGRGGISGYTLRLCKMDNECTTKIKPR
Target sequence (P03951 388-625 limits assumed): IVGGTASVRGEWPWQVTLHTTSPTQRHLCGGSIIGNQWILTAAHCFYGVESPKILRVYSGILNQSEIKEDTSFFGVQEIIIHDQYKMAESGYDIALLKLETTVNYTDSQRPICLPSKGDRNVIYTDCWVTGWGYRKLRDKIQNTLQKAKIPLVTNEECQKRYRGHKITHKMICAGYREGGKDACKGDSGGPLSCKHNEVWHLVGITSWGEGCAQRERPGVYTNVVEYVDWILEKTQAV
CatL inh = inhibitors of human cathepsin L, biochemical; purified cathepsin L, fluorogenic substrate, fluorescence; inhibition, %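 (tested at 10 µM)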; hit rate 0.17% among 58,000; in the data active = inhibition above about 45%;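 also: 0% = enzyme with no compound and 100% = no enzyme blank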
Target sequence (P07711 114-288 limits assumed): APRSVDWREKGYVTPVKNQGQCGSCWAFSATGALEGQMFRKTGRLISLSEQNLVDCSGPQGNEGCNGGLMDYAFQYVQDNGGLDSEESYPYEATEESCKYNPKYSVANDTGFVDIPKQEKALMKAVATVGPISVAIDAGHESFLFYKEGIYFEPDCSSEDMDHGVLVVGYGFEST
Target sequence (P07711 292-333 limits assumed): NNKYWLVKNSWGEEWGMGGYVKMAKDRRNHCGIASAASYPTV
CatB inh = human cathepsin B inhibitors, primary screen, biochemical, fluorogenic substrate. P07858. purified cathepsin B, fluorescence. inhibition, %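 (tested at 10 µM)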. hit rate 0.1% among 63,000. AID 453, 2006; in the data active = inhibition above about 21%;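 also: 0% = enzyme with no compound and 100% = no enzyme blank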
CatB mix inh = cathepsin B inhibitors from pooled compounds, primary screen, biochemical, compound mixtures, AMC fluorescence. P07858. Purified cathepsin B, AMC dipeptide fluorescence. inhibition, %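 (ten-compound pools at 5 µM per compound and 50 µM total)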. hit rate 0.06% among 62,000; in the data active = inhibition above about 22%, passing the limit was not always enough;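 also: 0% = enzyme without compound and 100% = no enzyme blank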
CatS block = inhibitors of human cathepsin S, biochemical, compound mixtures; P25774; recombinant cathepsin S, AMC dipeptide fluorescence, pooled mixtures; inhibition, %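 (tested at 5 µM per compound within 10-compound mixtures)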; hit rate 0.06% among 62,000; in the data active = inhibition above about 32%, passing the limit was not always enough;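 also: 0% = enzyme without compound and 100% = blank without enzyme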
Target sequence (P25774 115-331 limits assumed): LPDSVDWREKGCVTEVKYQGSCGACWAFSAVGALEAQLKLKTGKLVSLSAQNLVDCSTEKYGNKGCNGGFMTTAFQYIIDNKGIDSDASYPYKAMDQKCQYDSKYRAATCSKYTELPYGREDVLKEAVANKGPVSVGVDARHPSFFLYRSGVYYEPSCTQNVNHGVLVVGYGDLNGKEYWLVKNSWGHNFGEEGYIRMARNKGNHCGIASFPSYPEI
AP ELISA ortho = alternative complement pathway inhibitors, primary screen, biochemical, ELISA, human serum, orthogonally pooled compounds; LPS-coated ELISA, C3 deposition; tested in compound mixtures; inhibition, % at 5 µM; hit rate 0.08% among 62,000; AID 1235, 2008;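 active = inhibition above 30% in each of the two pooled mixtures holding the compound, so the lower value exceeds 30%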;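 also: 0% = serum in Mg-EGTA without compound and 100% = EDTA serum blank; some compounds past the cut are filed as inactive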
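Assay system: Human serum alternative complement pathway, C3 deposition on LPS-coated wells | Incubation: 1 h serum-compound exposure at 37 °C | Doses: 5 µM per compound in ten-compound mixtures | Read-out: Percent inhibition | Technique: ELISA with HRP anti-human C3 antibody, TMB substrate, absorbance 450 nm | Replication: Two pool placements per compound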
* = called active by the depositor; · = no result given.

entry | CatG inh | C1s block | E coli RNAP | FXIa mix inh | CatL inh | CatB inh | CatB mix inh | CatS block | AP ELISA ortho | molecule
1 | 13.1 | 11.7 | 9.1 | 9.4 | 0.6 | 2.6 | 4.5 | 17.9 | -2.2 | CCOC(=O)N1CCN(C(=O)CCCOc2ccccc2)CC1
2 | 9.0 | -13.0 | 6.0 | -3.1 | · | 4.0 | -5.4 | 11.8 | -0.7 | CCOC(=O)COc1ccc(Cl)cc1C1NC(=O)NC(C)=C1C(C)=O (centres undefined)
3 | 6.5 | -12.2 | 4.2 | -4.1 | · | 3.8 | 14.8 | 8.4 | -0.9 | CN(C)/C=N/c1cnc(C(=O)c2ccc(Cl)cc2)n1C
4 | 0.8 | 0.8 | -10.0 | 11.0 | -8.8 | -2.5 | -4.6 | -0.4 | 19.3 | CSCCC(NC(=O)OC(C)(C)C)C(=O)NC(CC(C)C)C(N)=O (centres undefined)
5 | 8.6 | -16.7 | 10.9 | -9.3 | -10.4 | 7.1 | 3.0 | -9.5 | 12.9 | COc1ccc(Cl)cc1NC(=O)NC(C)c1ccncc1 (centres undefined)
6 | 1.0 | -0.5 | -0.9 | 11.5 | · | 3.0 | 1.3 | 0.9 | 14.4 | CCSc1nc2ccccc2n1CC(=O)N1CCOCC1
7 | 7.8 | 27.3 | 0.5 | 3.6 | · | 0.1 | 2.4 | -2.7 | 13.1 | CCN1CCN(C(=O)CN(Cc2ccccc2)S(C)(=O)=O)CC1
8 | 8.6 | 16.3 | 0.1 | 0.4 | 0.6 | 3.5 | 1.2 | -0.3 | 16.1 | O=C(Cn1cccc1C(=O)c1ccccc1)NCc1ccc2c(c1)OCO2
9 | 3.4 | -32.3 | 5.7 | -7.0 | 2.7 | 7.2 | -8.2 | 2.1 | 4.9 | Cc1ccc(NC(=O)CN(c2ccc3c(c2)OCO3)S(=O)(=O)c2c(C)n[nH]c2C)cc1
10 | 5.3 | -6.6 | 5.2 | -1.4 | 8.9 | -0.6 | 0.6 | 3.6 | 4.0 | Cc1c(Cl)cccc1NC(=O)CN1C(=O)CSc2ncccc21
11 | 1.5 | -1.6 | 1.2 | 0.2 | 5.8 | 4.7 | -3.9 | -14.0 | 20.7 | Cc1ccc(S(=O)(=O)N2CCOCC2)cc1C(=O)Nc1nc(-c2cccnc2)cs1
12 | 8.9 | 11.3 | 4.1 | 1.7 | 2.0 | 1.9 | 13.3 | 4.1 | 20.1 | O=C1C2ON(c3ccccc3)C(c3ccncc3)C2C(=O)N1c1ccc(N2CCOCC2)cc1 (centres undefined)
13 | 9.5 | 13.4 | 7.9 | 5.3 | 19.5 | 3.5 | 0.4 | 12.8 | 2.2 | CCOc1cccc2cc(C(=O)Nc3cc(C)on3)c(=O)oc12
14 | -5.8 | -63.5 | 4.4 | -4.3 | 1.0 | 5.3 | 6.7 | 2.0 | 7.1 | CCN(CC)S(=O)(=O)c1ccc2oc(SCC3CN=C(c4ccc(OC)cc4)S3)nc2c1 (centres undefined)
15 | 9.5 | 13.7 | -1.6 | -0.7 | 5.5 | 1.6 | 4.0 | -0.9 | 14.7 | Nn1c(SCC(=O)NCc2ccccc2)nnc1C1CC1
16 | 8.9 | -13.3 | 12.2 | 3.7 | -2.0 | 0.7 | 3.0 | 7.4 | -1.5 | O=S(=O)(NCc1cn2ccsc2n1)c1ccc2c(c1)OCCO2
17 | 6.8 | 10.2 | 9.5 | 1.7 | 8.9 | 6.0 | 0.8 | -0.8 | 3.0 | Cc1sc2nc(C(C)C)nc(SCC(=O)NCc3ccco3)c2c1C
18 | 9.3 | 13.1 | 1.6 | 5.7 | 4.0 | 0.0 | 4.5 | 4.3 | 17.6 | COc1ccc(NC(=O)c2cccc(Cn3cc(Br)cn3)c2)cn1
19 | 0.5 | -5.7 | 4.6 | -3.6 | 1.8 | 1.1 | 0.3 | 2.8 | -3.5 | CCOC(=O)c1c(NC(=O)c2nn(CC)cc2Br)c(C#N)cn1-c1ccccc1
20 | 7.0 | 4.5 | 0.3 | 3.2 | -6.2 | -0.3 | 6.4 | 4.9 | 20.2 | COc1cccc(C(=O)N2CCN(c3ncccn3)CC2)c1
21 | 0.9 | -9.0 | 0.1 | 4.0 | · | -1.8 | 0.7 | 15.3 | 22.4 | Nc1nc2n(n1)C(c1ccc(Cl)cc1)CC(c1ccc(F)cc1)N2 (centres undefined)
22 | 1.9 | -15.0 | 2.8 | -1.6 | 7.3 | 4.9 | 2.8 | 3.8 | 4.7 | CC(C)CC(NC(=O)C1CCCN1C(=O)OC(C)(C)C)C(=O)NCC(N)=O (centres undefined)
23 | 2.3 | 8.6 | 5.7 | 8.1 | 5.6 | -1.1 | 8.3 | -1.3 | 8.7 | C=CCn1c(SCC(=O)Nc2ccc3c(c2)OCO3)nc2ccccc2c1=O
24 | 4.9 | 23.2 | 1.3 | -3.4 | 5.1 | -0.7 | 1.0 | -3.8 | 5.3 | COc1ccc2c(c1)c(CCN1C(=O)c3ccccc3C1=O)cn2C(=O)c1ccco1
25 | -8.5 | -41.2 | 2.9 | -3.0 | -1.5 | 1.7 | 2.1 | -9.2 | 10.0 | Cc1cc(C)c2c(CC(=O)N(CCC#N)Cc3cccnc3)coc2c1
26 | 6.9 | 3.9 | 1.6 | -0.6 | · | -0.4 | 1.5 | -0.4 | 9.4 | CC1=C(C(=O)NC(C)c2ccc3c(c2)OCCO3)C2(CCC(C)CC2)OC1=O (centres undefined)
27 | 1.9 | 11.7 | 8.9 | 5.6 | -0.5 | -0.3 | 2.8 | 6.5 | 3.8 | Cc1cccc(C2c3c(n(C)c(=O)n(C)c3=O)N=C3c4ccccc4C(=O)C32)c1 (centres undefined)
28 | 2.6 | 0.8 | 0.3 | 8.3 | 5.5 | -1.1 | -6.2 | 10.5 | 7.4 | CC(=O)Nc1cccc(C(=O)Nc2ccccc2C(=O)O)c1
29 | -8.4 | -12.2 | 3.0 | 4.5 | 23.8 | 3.3 | 13.7 | 19.8 | -11.9 | CCc1ccc(C(=O)N2CCCC2)s1
30 | 5.9 | -2.3 | 3.5 | -1.8 | -27.1 | -1.6 | 6.0 | 20.6 | 1.2 | CCOc1ccc2nc(NCCNC(=O)CC)c(C#N)cc2c1
31 | -9.4 | 0.2 | 0.1 | 4.5 | 5.3 | 2.1 | 4.5 | 1.1 | -7.5 | COC(=O)C1=C(CN2CCN(C)CC2)NC(=O)NC1c1cc(C)ccc1C (centres undefined)
32 | 8.0 | -8.1 | 7.6 | -0.1 | 11.9 | 0.7 | -9.7 | 7.2 | -2.4 | O=C(CNC1CCCCCC1)Nc1ccc(S(=O)(=O)NC2CC2)cc1
33 | 7.3 | -1.9 | 6.3 | 3.1 | 0.5 | 1.1 | 2.6 | 4.3 | 20.5 | CCc1ccc(NC(=O)CSc2nnc(Cn3c(=O)sc4ccccc43)n2C)cc1
34 | -6.9 | -4.2 | 5.5 | 0.2 | 10.2 | 1.3 | 1.9 | -3.8 | 9.2 | CC(NC(=O)Nc1ccccc1)C(c1cccs1)N1CCOCC1 (centres undefined)
35 | -4.1 | -18.5 | -0.5 | -2.5 | · | 2.9 | -0.8 | -7.0 | 0.9 | CC1C2CC(CC1(C)C)N(C(=O)Nc1ccc3nccnc3c1)C2 (centres undefined)
36 | 11.7 | 17.4 | 8.6 | 4.3 | 1.6 | 3.9 | 4.4 | 1.9 | 11.9 | COc1ccc(S(=O)(=O)N(C)c2ccc(C(=O)N3CCC(C(N)=O)CC3)cc2)cc1
37 | 7.7 | 10.4 | 8.8 | 8.3 | 8.0 | 3.0 | 1.8 | -5.2 | -9.7 | Nc1cc(=O)[nH]c(SCC(=O)NCC2CCCO2)n1 (centres undefined)
38 | 7.8 | 3.6 | 6.8 | 9.9 | -1.2 | 1.3 | 4.2 | -1.4 | 22.2 | Nc1ccc(C(=O)Nc2nc3ccccc3s2)cc1
39 | -2.3 | -1.0 | 0.2 | 2.6 | · | 1.2 | 0.8 | 4.6 | 12.2 | COc1ccc(OC(C)C(=O)Nc2cccc(OC)c2)cc1 (centres undefined)
40 | -10.4 | -14.9 | 2.3 | -2.2 | 4.4 | 4.0 | 1.4 | -3.0 | -6.2 | Cc1noc(C)c1C(=O)N1CCN(Cc2ccc3c(c2)OCO3)CC1

Brought forward from above: four compounds, followed by the next part.
entry | CatG inh | C1s block | E coli RNAP | FXIa mix inh | CatL inh | CatB inh | CatB mix inh | CatS block | AP ELISA ortho | molecule
37 | 7.7 | 10.4 | 8.8 | 8.3 | 8.0 | 3.0 | 1.8 | -5.2 | -9.7 | Nc1cc(=O)[nH]c(SCC(=O)NCC2CCCO2)n1 (centres undefined)
38 | 7.8 | 3.6 | 6.8 | 9.9 | -1.2 | 1.3 | 4.2 | -1.4 | 22.2 | Nc1ccc(C(=O)Nc2nc3ccccc3s2)cc1
39 | -2.3 | -1.0 | 0.2 | 2.6 | · | 1.2 | 0.8 | 4.6 | 12.2 | COc1ccc(OC(C)C(=O)Nc2cccc(OC)c2)cc1 (centres undefined)
40 | -10.4 | -14.9 | 2.3 | -2.2 | 4.4 | 4.0 | 1.4 | -3.0 | -6.2 | Cc1noc(C)c1C(=O)N1CCN(Cc2ccc3c(c2)OCO3)CC1
41 | -7.9 | -65.8 | 7.8 | -0.8 | · | -3.0 | 2.8 | -0.6 | 11.5 | Cn1c2ccccc2c2c(C(=O)N3CCN(c4ccccn4)CC3)cn(C3CCCC3)c(=O)c21
42 | 8.4 | 11.2 | 7.9 | 3.9 | 10.3 | 0.0 | 4.0 | 7.6 | 9.3 | CC1Cc2ccccc2N1C(=O)Cn1cnc2ccccc2c1=O (centres undefined)
43 | -0.8 | -4.7 | 0.9 | 2.5 | -7.5 | -7.8 | 5.4 | -9.5 | 17.7 | Cc1cccc(NC(=O)CN2CCCN(S(=O)(=O)c3ccc(Br)s3)CC2)c1
44 | 7.7 | 10.8 | 6.8 | 14.7 | -5.6 | 1.9 | 7.4 | 15.7 | 3.4 | COc1cccc(-n2c(SCC(=O)NCCc3ccccc3)nnc2-c2ccoc2C)c1
45 | 5.0 | -9.5 | 3.2 | -9.8 | 1.9 | 3.7 | 2.7 | -4.4 | 8.8 | NC(=O)c1cc(S(=O)(=O)NC2CCCCC2)co1
46 | 8.9 | 15.8 | · | 8.1 | 9.0 | 5.2 | 5.6 | 14.1 | 4.2 | Cn1c(SCC(=O)NC(C)(C)C)nc(O)cc1=O
47 | 4.8 | -46.5 | -8.6 | 3.9 | -57.9 | -2.6 | 0.5 | -10.9 | 21.3 | CC1(C)CC(=O)c2cc(OCC(=O)NCC3CCCO3)ccc2O1 (centres undefined)
48 | -40.5 | 3.2 | -0.6 | 9.4 | 19.0 | 6.9 | 1.2 | 3.5 | 1.1 | O=C(NC1=NCCS1)c1ccc2c(c1)C(=O)N(Cc1ccco1)C2=O
49 | 10.7 | 14.4 | 5.3 | 9.0 | 3.5 | 3.8 | -4.0 | 4.2 | -2.7 | O=C(Nc1nc(-c2cccs2)c(-c2ccccc2)s1)c1ccco1
50 | -0.2 | -7.7 | -8.8 | 6.6 | · | -0.1 | -2.3 | 8.7 | 3.0 | COc1ccc2nc(NCCCNC(=O)c3cc(OC)c(OC)c(OC)c3)c(C#N)cc2c1
51 | 7.5 | 1.9 | 3.4 | -0.1 | 16.2 | 4.0 | 1.5 | 1.9 | 16.2 | CCCn1c2ccccc2c2cc(C(=O)O)ccc21
52 | 8.7 | 8.9 | 11.2 | 5.4 | -11.2 | 3.7 | 2.0 | 0.7 | 7.9 | COc1ccc(C2C(CC(=O)O)=C(O)C(=O)N2c2ccccc2)cc1 (centres undefined)

The list is partial; rates above refer to the full screens.
